High-throughput results: PubChem BioAssay, several laboratories
MgcRacGAP inhibition: MgcRacGAP GTPase-activating activity inhibitors, confirmation, biochemical, ADP Hunter fluorescence | Rac GTPase-activating protein 1 (Homo sapiens) | MgcRacGAP-stimulated Rac1 GTP hydrolysis, ADP Hunter fluorescence; higher % means a stronger effect; GST-tagged Rac1 F28L mutant substrate | inhibition, % at 30 µM; hits with a dose series show IC50 in µM | 340,000 tested, 0.6% active | AID 624330, 2012;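 active = first-screen hits whose inhibition reached a set limit at any dose in the follow-up dose series; inconclusive = inhibition above the set first-screen limit but never retested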;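 note: fluorescence reports GDP produced by GAP-driven GTP hydrolysis; strong numbers were not always called active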
UTI89 phage lysis: inhibition of K1F phage lysis, E. coli UTI89, bacterial capsule biogenesis inhibitors, alamar blue (AID 488966). E. coli UTI89 K1F phage lysis, alamar blue, 2 h; higher % means a stronger effect. inhibition, % at 100 µM; hits with a dose series show IC50 in µM. 340,000 tested, 0.02% active;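 active = phage lysis inhibition, versus mean bacterial control, above a set limit; inconclusive = no clear call, values can overlap the other calls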;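 note: capsule biogenesis inhibitors block K1F phage lysis so surviving cells raise fluorescence; higher fluorescence means more inhibition of phage lysis; actives were called in the ten point dose series up to 300 µM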
RSV CPE inhibition: RSV antiviral activity via CPE protection, HEp-2 cells, primary 10 µM value included (AID 2391); CPE inhibition, % at 10 µM; hits with a dose series show IC50 in µM; 310,000 tested, 0.13% active; HEp-2 cells, RSV-induced CPE inhibition; higher % means a stronger effect; in the data active = a potency from the dose series; inconclusive = CPE inhibition mostly from about 23% at the one dose, without a potency; inactive = the rest, 99 in 100 with CPE inhibition below about 21%; note: strong numbers were not always called active
NS5 inhibitors: Dengue-2 NS5 methyltransferase inhibitors, primary screen, biochemical, confirmation dose response (AID 588689); Genome polyprotein (Dengue virus type 2 (strain 16681-PDK53)); Dengue-2 NS5 methyltransferase capping enzyme assay, biochemical; higher % means a stronger effect; inhibition, % at 25 µM; hits with a dose series show IC50 in µM; 340,000 tested, 0.3% active; in the data active = a potency from the dose series; inconclusive = inhibition above about 29% without an active follow-up result
HIV peptide binding: inhibitors of HIV fusion peptide binding, primary screen, biochemical, uHTS, fluorescence dequenching (AID 1986); one-dose inhibition, % at 20 µM; IC50 in µM for titrated hits; cell-free peptide binding, fluorescence dequenching, 30 min; higher % means a stronger effect; 290,000 tested, 0.3% active; in the data active = inhibition mostly above about 52%, no sharp cut-off; inactive = mostly below about 76%; note: some results filed as inactive read as strong as hits
Large T inhibition: SV40 large T antigen inhibitors, biochemical (AID 1903) | inhibition, % at 20 µM, or IC50 in µM where a hit was titrated | 310,000 tested, 0.39% active | SV40 large T antigen ATPase/helicase inhibition assay; higher % means a stronger effect; in the data active = a potency from the dose series; inconclusive = inhibition mostly from about 32% at the one dose, without a potency; inactive = the rest, 99 in 100 with inhibition below about 32%; note: strong numbers were not always called active
GPR35 arrestin U2OS: GPR35 antagonists blocking zaprinast-driven arrestin recruitment, primary screen, imaging, U2OS, beta-arrestin-GFP, zaprinast agonist (AID 2058). G-protein coupled receptor 35 (Homo sapiens). U2OS GPR35 beta-arrestin-GFP translocation imaging, zaprinast antagonism; higher % means a stronger effect. inhibition, % at 10 µM, or IC50 in µM where a hit was titrated. 290,000 tested, 0.052% active;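 active = inhibition of at least 50% with at least 30 cells and total cytoplasm GFP at most 10,000,000; inconclusive = under 30 cells or total GFP of 10,000,000 plus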
GPR55 LPI antagonism: GPR55 antagonists blocking LPI-driven arrestin recruitment, primary screen, imaging, U2OS, beta-arrestin-GFP, LPI agonist (AID 2013); G-protein coupled receptor 55 (Homo sapiens); U2OS GPR55 beta-arrestin-GFP translocation imaging, LPI antagonism; higher % means a stronger effect; inhibition, % at 10 µM, or IC50 in µM where a hit was titrated; 290,000 tested, 0.13% active;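 active = spots per cell inhibited over 60%, with over 100 cells counted and total cytoplasm intensity under 500,000; inconclusive = wells with under 100 cells, flagged as likely toxic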;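 note: U2OS cells stably carrying GPR55 and arrestin-GFP stimulated by 5 µM LPI near EC80; imaged beta-arrestin-GFP aggregate spots per cell after agonist stimulation; plate controls were LPI-stimulated DMSO wells for no effect and DMSO wells without LPI for full effect; some results filed as inactive read as strong as hits; confirmed hits need IC50 under 10 µM and bright autofluorescent wells are also inconclusive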
PhoP inhibition: inhibitors of PhoP regulon expression, primary screen, Salmonella Typhimurium, GFP reporter (AID 1863) | S. Typhimurium PhoP-regulated promoter GFP reporter, 4 h; higher % means a stronger effect | inhibition, % at 50 µM; hits with a dose series show IC50 in µM | 300,000 tested, 0.16% active;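 active = inhibition over 29.93%, a cutoff 3 SD above the screen mean, later confirmed by dose response; inconclusive = inhibition over 29.93% but no dose response follow-up; inactive = inhibition at most 29.93% or unconfirmed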;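 note: 0% = low Mg2+ inducing control and 100% = high Mg2+ repressing control; strong numbers were not always called active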
NS5 inhibitors pilot replicate: second read-out of NS5 inhibitors, no call of its own (marks repeat the call); inhibition, %; measured here: pilot screen replicate inhibition
* marks the source's active call; other numbers are inactive results; ? = inconclusive; nt = not tested or not shown; [ ] = another dose, or the depositor's remark. Outcome played no part in choosing rows, and some 1.5% of all compounds hit somewhere here.

SMILES	MgcRacGAP inhibition	UTI89 phage lysis	RSV CPE inhibition	NS5 inhibitors	HIV peptide binding	Large T inhibition	GPR35 arrestin U2OS	GPR55 LPI antagonism	PhoP inhibition	others
Cc1cc(/C=C2/SC(=S)N(c3cccc(Cl)c3)C2=O)c(C)n1-c1cccnc1	18%	2.7%	4.1%	-35%	nt	nt	nt	nt	nt
CCNC(=O)c1ccccc1-c1nc(-c2ccccc2)no1	9%	-0.2%	1.0%	12%	-0.8%	-2%	-6%	-1%	-8%
CCCN1C(=O)/C(=C/c2cc(C)n(C)c2C)SC1=Nc1ccc(OCC)cc1	65%	1.5%	-0.8%	2%	2.1%	5%	3%	3%	-3%
CCCCN(CC)C(=O)c1cc2c(=O)n3cccc(C)c3nc2s1	13%	0.1%	3.9%	1%	0.1%	23%	17%	1%	8%
CC(C)NCC(O)COc1c(F)cc(Br)cc1F (configuration not stated)	7%	0.2%	0.5%	-1%	2.5%	13%	-16%	-4%	-1%
CCOC(=O)/C(=N/Nc1ccc(OC)cc1)N1CCCc2ccccc21	28%	0.6%	nt	-1%	-1.8%	21%	9%	2%	2%
O=C(NCCCn1ccnc1)c1cc(-c2ccc(Cl)cc2)nc2ccccc12	6%	11%	-0.6%	-5%	-2.3%	10%	13%	15%	-5%
CC1CCCC(C)N1C(=O)CSc1nnc(-c2c[nH]c3ccccc23)o1 (configuration not stated)	3%	0.4%	8.4%	-3%	24%	8%	3%	3%	0%
Fc1ccc(CSc2nnc(-c3ccco3)o2)cc1	-1%	-0.9%	1.3%	2%	-0.6%	12%	1%	0%	-3%
O=C(Nc1nc2ccc([N+](=O)[O-])cc2s1)c1ccc(S(=O)(=O)N2CCCc3ccccc32)cc1	17%	0.4%	14%	-26%	-1.1%	9%	-4%	-7%	3%
COc1ccc(Br)cc1CNC(=O)C1CCCN(S(=O)(=O)N2CC(C)CC(C)C2)C1 (configuration not stated)	7%	-0.2%	13%	-8%	0.9%	13%	19%	0%	-9%
COc1ccc(NC(=O)c2cn(-c3ccccc3)nc2-c2cc3ccccc3o2)cc1	13%	0.1%	14%	-4%	0.8%	0%	-25%	-11%	5%
CCOc1ccc(NC(=O)CN2CCN(CC(=O)Nc3cc(OC)cc(OC)c3)CC2)cc1	7%	-0.5%	-0.6%	1%	2.4%	0%	-3%	11%	-3%
O=C(O)c1oc2ccccc2c1-n1cccc1	8%	0.0%	1.0%	-8%	-0.1%	2%	-6%	18%	-2%
C=CCNc1nc(-c2sc(NC(C)=O)nc2C)cs1	-1%	0.1%	8.0%	-7%	-0.7%	25%	-8%	2%	16%
N=C(N)SCc1cn2ccccc2n1	-2%	-2.8%	1.6%	5%	5.2%	9%	1%	17%	10%
COC(=O)Cn1cc(C#N)c2ccccc21	1%	1.9%	1.4%	-1%	-0.1%	3%	-3%	14%	-6%
O=c1cc(-c2ccccc2O)nc(-c2ccccc2)[nH]1	9%	0.5%	-2.4%	-4%	nt	7%	nt	nt	nt
CCCn1c(O)c(N=NC(=O)CNC(=O)c2ccncc2)c2ccccc21	9%	0.2%	3.0%	1%	0.5%	4%	4%	3%	-10%
CC1(C)Cc2c(sc(NC(=O)c3ccc(S(=O)(=O)N4CCCC4)cc3)c2C#N)C(C)(C)N1	10%	1.1%[50 µM]	0.9%	1%	1.0%	3%	3%	-2%	-5%
CCN(C(=O)c1ccccc1Cl)c1ccccc1	4%	1.9%	-1.4%	0%	1.2%	-5%	10%	-3%	1%
S=C(NCc1cccnc1)NCc1cccnc1	8%	0.3%	0.1%	-5%	-0.3%	0%	-1%	4%	0%
CCc1ccc(NC(=O)C2CC(=O)N=C(N)S2)cc1 (configuration not stated)	7%	0.1%	1.4%	-5%	0.2%	16%	1%	1%	0%
Cc1ccc(-n2ncc3c(Nc4cccc(C(=O)O)c4)ncnc32)cc1	3%	-0.5%	9.6%	-1%	10%	-1%	-13%	19%	-17%
O=C(Nc1nnc(-c2ccncc2)o1)c1cccc(N2C(=O)CCC2=O)c1	6%	0.2%	0.7%	4%	4.1%	22%	-9%	14%	-1%
Cc1ccc(-n2c(O)c(/C=N/c3ncn[nH]3)c3ccccc3c2=O)cc1	8%	0.5%	2.0%	3%	1.5%	15%	-12%	7%	-7%
COC(=O)C1CSc2[nH]c(=O)sc2C1c1ccccc1 (configuration not stated)	18%	-0.3%	3.2%	?	21%	18%	-23%	2%	-18%
COc1ccccc1-c1cc(C(F)(F)F)nc(S(=O)(=O)CCCC(=O)N2CCCCC2C)n1 (configuration not stated)	10%	1.5%	-1.9%	-29%	26%	37%	0%	30%	0%
Cc1ccc(C)c(Nc2c(F)c(F)c(F)c(F)c2C(=O)O)c1	11%	0.0%	1.3%	-1%	13%	11%	-8%	14%	-1%
CC1CN(Cc2cc(=O)[nH]c(C(C)C)n2)CC(C)O1 (configuration not stated)	3%	0.5%	1.5%	-2%	-0.1%	7%	10%	12%	-3%
CC(C)CC(=O)NC(=S)Nc1nc(-c2ccc(Cl)cc2)cs1	-27%	-0.1%	4.4%	-4%	-1.7%	12%	-3%	9%	-1%
O=C1c2ccccc2C(O)N1c1ccccc1 (configuration not stated)	4%	0.7%	-0.2%	-8%	-0.4%	4%	9%	4%	2%
O=C(CCCCCN1C(=O)CCC1=O)Nc1ncn[nH]1	-6%	0.3%	1.3%	5%	2.8%	2%	-4%	4%	-2%
CC1CC(C)CN(S(=O)(=O)c2ccc3c(c2)oc(=O)n3CC(=O)N(C)Cc2ccccc2)C1 (configuration not stated)	5%	0.3%	3.1%	-3%	5.9%	nt	2%	3%	nt
COc1ccc(CN2CSC(=S)N(Cc3ccc(OC)cc3)C2)cc1	14%	-1.0%	7.5%	1%	-1.4%	6%	11%	6%	-3%
COc1ccc(C(=O)N(C)Cc2ccc(C)o2)cc1OC1CCN(C(C)=O)CC1	3%	0.0%[50 µM]	1.8%	-6%	0.3%	7%	-5%	-1%	-2%
CCC(C)C(=O)Nc1nnc(SCC(=O)N2C(C)CCCC2C)s1 (configuration not stated)	3%	0.1%	1.1%	2%	1.8%	15%	13%	-18%	-6%
COc1ccc(NCc2nnc(SCC(=O)NNC(=O)c3ccc(C)cc3)n2C)cc1	14%	-0.9%	3.4%	-2%	-0.3%	17%	-10%	6%	10%
Cc1ccc2c(c1)C1CN(C)CCC1N2C(=O)COc1ccc(N(C)C(=O)C(C)(C)C)cc1 (configuration not stated)	0%	0.4%	-1.7%	-10%	-0.1%	6%	-2%	12%	1%
Cc1ccc(S(=O)(=O)N2CCCC2)cc1C(=O)N1CCN(Cc2ccccc2)CC1	8%	0.0%	0.7%	-2%	0.8%	7%	-9%	-2%	5%
CCOCCCNC(=O)Cn1cc2c(n1)CCCCC2	4%	2.2%	-1.1%	1%	-2.6%	1%	4%	0%	-2%
COc1ccc(CCN2CC(C(=O)NCc3cc(C(C)C)no3)CCC2=O)cc1 (configuration not stated)	-23%	-0.1%	nt	7%	1.5%	nt	-6%	-14%	nt
COc1ccccc1CCC(=O)Nc1cccc(S(=O)(=O)N2CCOCC2)c1	9%	0.1%	3.5%	-3%	0.8%	11%	-10%	1%	-4%
CN1CCN(CC(O)COc2ccc(C34CC5CC(CC(C5)C3)C4)cc2)CC1 (configuration not stated)	8%	0.3%	nt	-3%	-0.4%	12%	12%	28%	8%
CC(C)Nc1ncnc2c1cnn2Cc1ccccc1Cl	5%	0.4%	0.7%	-5%	-0.2%	6%	-3%	-5%	0%
COc1cccc(CC(=O)Nc2nc(-c3cc(OC)ccc3OC)cs2)c1	-2%	-1.8%	4.4%	-18%	0.8%	-11%	-22%	-4%	-3%
Cc1c(/C(O)=C2/C(=O)C(=O)N(CCN3CCOCC3)C2c2cccs2)cnn1-c1ccccc1 (configuration not stated)	2%	0.3%	2.8%	-1%	1.5%	8%	-11%	4%	-18%
COc1ccc(CNC(=O)CN(C(=O)c2csnn2)c2cccc3ccccc23)cc1	4%	-0.5%	0.1%	-2%	1.4%	8%	7%	3%	4%
COc1ccc(CN(Cc2cc3cccc(C)c3[nH]c2=O)C(=O)N(C)C)cc1	1%	-0.2%	1.4%	-8%	-1.5%	13%	2%	14%	-8%
CCN(CC(=O)Nc1ccc(NC(C)=O)cc1)C(=O)c1ccccc1Sc1ccccc1C#N	5%	0.3%[50 µM]	3.9%	8%	nt	nt	nt	nt	nt
O=C(Nc1ccncc1)c1ccc2c(c1)C(=O)N(C1CCCCC1)C2=O	2%	-1.0%	14%	-4%	0.6%	0%	-9%	-19%	-1%
COCC(=O)Nc1ccc(F)cc1	-2%	0.7%	-0.6%	10%	-0.6%	10%	4%	0%	13%
O=S(=O)(Nn1cnnc1)c1ccccc1	11%	4.5%	1.2%	-6%	0.1%	-1%	2%	6%	2%
O=C(Nc1cccc(C(F)(F)F)c1)N(Cc1ccc(Cl)cc1)CC(O)C(F)(F)F (configuration not stated)	4%	0.0%	15%	0%	-0.7%	2%	3%	-10%	7%
Cn1c(=O)n(Cc2ccc(Br)cc2)c2ccccc21	9%	0.0%	16%	3%	0.4%	-5%	12%	-5%	8%
Cn1cnnc1SCC(=O)Nc1cccc(C(=O)O)c1	2%	1.3%	-0.2%	-1%	-0.5%	-10%	-6%	1%	33%	NS5 inhibitors pilot replicate=0.3
O=C1/C(=C/c2ccc(F)cc2)SC(=S)N1CCCC(=O)N1CCCCC1CCO (configuration not stated)	-11%	-0.4%	20%	3%	4.8%	2%	-14%	3%	-1%
COc1ccccc1N1CCN(CCN(C(=O)c2ccc(F)cc2)c2ccccn2)CC1	8%	0.6%	2.1%	-3%	nt	11%	nt	nt	2%
